EWS-Fli inh: EWS/Fli transcriptional activity inhibition; inhibition, % at 12.6 µM; A673 NR0B1-luciferase reporter, viability-normalised; 0.67% of 350,000 active;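 active = mean inhibition of at least 50% after viability correction, with every replicate also passing that limit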;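 note: firefly luciferase signal divided by Alamar Blue viability fluorescence both relative to DMSO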
esBAF inh: blocks esBAF chromatin remodeling in mouse ES cells. 2% of 350,000 active. reporter increase, % at 12.5 µM. Bmi1-luciferase knock-in reporter, 24 h; 100% = twice the neutral-well signal; in the data active = activation above about 40%;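 note: 0% = median of the plate's neutral control wells and 100% = double that signal; a rise in the Bmi1 reporter signal indicates esBAF inhibition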
E-sel inducer: E-selectin induction on HUVECs | P16581 | HUVEC E-selectin immunofluorescence imaging; normalized: neutral wells 0, TNF-alpha wells 100 | activation, % at 7.58 µM | 0.37% of 260,000 active | AID 686992;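 active = mean E-selectin-positive cell signal at least 10% of the positive control, reached in at least 60% of replicates, without over 20% cell loss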;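 note: in these data hits start at about 27%; measured in HUVEC primary endothelial cells; signal is the percent of cells scored E-selectin positive by PE staining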
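System: HUVEC / Compound: single concentration / Signal: immunofluorescence imaging / Read-out: percent E-selectin-positive cells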
RAD52 inh: blocks human RAD52 DNA annealing; AID 651710; inhibition, % at 18.7 µM; P43351; recombinant RAD52 DNA annealing, FRET fluorescence; 0.46% of 360,000 active;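 active = every replicate showing at least 50% inhibition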
S100A4 MyoIIA: S100A4-myosin IIA interaction inhibition; S100A4/TAMRA-MyoIIA peptide fluorescence polarization; inhibition, % at 10.7 µM; 0.14% of 360,000 active;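 active = mean inhibition of at least 70% across replicates, with every replicate also reaching that level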
Target sequence (P26447 whole entry, looked up): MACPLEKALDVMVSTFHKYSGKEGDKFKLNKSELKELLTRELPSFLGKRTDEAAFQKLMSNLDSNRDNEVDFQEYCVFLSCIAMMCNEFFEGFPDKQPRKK
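Material: S100A4 monomer protein | Medium: HEPES pH 7.2 with CaCl2, KCl, NaCl, DTT, Triton | Reagent: Labelled myosin peptide probe, 5 nM | Doses: One dose per compound | Times: 5 min incubation before reading | Benchmarks: Neutral control DMSO, positive control TFP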
Xi reactivation: reactivates the inactive X chromosome in mouse fibroblasts; XiGFP mouse fibroblasts, % GFP-positive cells imaging, 3 d; cells co-treated with 5-aza-dC sensitizer; scaled so ellipticine positive control = 100%; activation, % at 7.58 µM; 0.055% of 360,000 active; AID 743238;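 active = mean normalized replicate activation at least 10% and every replicate at or above 10%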;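 note: 0% = median of on-plate neutral control wells and 100% = ellipticine 6 µM median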
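material = 68-5-11 XiGFP fibroblast line | medium = DMEM plus 5-aza-dC sensitizer | schedule = 3 days compound exposure | benchmarks = positive control ellipticine, 6 µM final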
FN deposition inh: fibronectin deposition inhibition | AH1F fibroblasts, Alexa488-fibronectin deposition fluorescence, overnight | inhibition, % at 12.6 µM | 0.086% of 350,000 active | AID 743247;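 active = mean inhibition across replicates of 30% or more, regardless of how many single replicates reach that level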;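 note: positive control wells lacked labelled fibronectin entirely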
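Schedule: 1 h cell adhesion before compound, then overnight fibronectin incubation; test system: AH1F fibroblast monolayer depositing Alexa488-labelled fibronectin into matrix; quantity: 10000 AH1F cells per well; probe or stimulus: fluorescent fibronectin at 24 nM final; signal: fluorescence, ex 485 nm, em 525 nm; evaluation: percent inhibition as loss of matrix-bound fibronectin fluorescence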
RAD54 branch: inhibitors of human RAD54 branch migration; Q92698; 0.14% of 360,000 active; AID 602329; RAD54 Holliday junction branch migration, FAM/BHQ fluorescence; inhibition, % at 10.4 µM;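 active = mean normalized replicate activity at least 40 and at least half of replicates scoring 40 or more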;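 note: 0% = median of neutral control wells and 100% = median of positive control wells; inhibitors cause a drop in the FAM fluorescence signal; in these data hits start at about 50%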
Target sequence (Q92698 whole entry, looked up): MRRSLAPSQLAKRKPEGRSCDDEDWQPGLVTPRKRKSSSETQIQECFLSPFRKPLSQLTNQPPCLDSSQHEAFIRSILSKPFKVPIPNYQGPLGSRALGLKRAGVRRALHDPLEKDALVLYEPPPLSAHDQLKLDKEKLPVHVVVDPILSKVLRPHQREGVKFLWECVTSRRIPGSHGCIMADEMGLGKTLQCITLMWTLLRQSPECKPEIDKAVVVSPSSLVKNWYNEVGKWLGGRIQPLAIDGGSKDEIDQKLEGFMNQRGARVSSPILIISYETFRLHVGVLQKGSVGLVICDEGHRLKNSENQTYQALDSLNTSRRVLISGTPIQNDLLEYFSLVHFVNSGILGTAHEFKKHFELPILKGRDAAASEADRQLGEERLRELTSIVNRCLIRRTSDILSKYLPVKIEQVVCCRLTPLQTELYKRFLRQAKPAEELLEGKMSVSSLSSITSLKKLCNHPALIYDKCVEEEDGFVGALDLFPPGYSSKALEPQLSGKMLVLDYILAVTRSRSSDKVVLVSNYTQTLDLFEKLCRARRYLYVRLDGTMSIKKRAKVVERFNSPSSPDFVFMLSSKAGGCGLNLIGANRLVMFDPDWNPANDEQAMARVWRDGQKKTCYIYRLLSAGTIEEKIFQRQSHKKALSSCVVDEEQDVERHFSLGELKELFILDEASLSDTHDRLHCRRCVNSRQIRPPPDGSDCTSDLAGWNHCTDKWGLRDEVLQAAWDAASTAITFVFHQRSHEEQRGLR
The depositor's hits bear a star.

A first look, 4 compounds:
What do the screens show for `COc1ccc(CNC(=O)CN2C(=O)NC3(CCCCCC3)C2=O)cc1OC`?
EWS-Fli inh: -3; RAD52 inh: -2; S100A4 MyoIIA: -4; Xi reactivation: 0.0; FN deposition inh: 3

What do the screens show for `Cc1ccc(S(=O)(=O)c2c(C)cc(C)[nH]c2=O)cc1`?
EWS-Fli inh: -11; esBAF inh: -6; RAD52 inh: 2; S100A4 MyoIIA: -4; Xi reactivation: 0.1; FN deposition inh: -2; RAD54 branch: -11

What do the screens show for `O=C(/C=C/c1ccc(Cl)cc1)Nc1ccc(Br)cn1`?
EWS-Fli inh: -34; E-sel inducer: 4.5; RAD52 inh: -1; S100A4 MyoIIA: -1; Xi reactivation: 0.9; FN deposition inh: -3

What do the screens show for `COC(=O)CC(NC(=O)Nc1ccc(C)cc1)c1cccc([N+](=O)[O-])c1` (stereo not given)?
EWS-Fli inh: -1; RAD52 inh: -10; S100A4 MyoIIA: -1; Xi reactivation: 0.0; FN deposition inh: 0

The whole of this part (from the top)
What do the screens show for `COc1ccc(CNC(=O)CN2C(=O)NC3(CCCCCC3)C2=O)cc1OC`?
EWS-Fli inh: -3; RAD52 inh: -2; S100A4 MyoIIA: -4; Xi reactivation: 0.0; FN deposition inh: 3

What do the screens show for `Cc1ccc(S(=O)(=O)c2c(C)cc(C)[nH]c2=O)cc1`?
EWS-Fli inh: -11; esBAF inh: -6; RAD52 inh: 2; S100A4 MyoIIA: -4; Xi reactivation: 0.1; FN deposition inh: -2; RAD54 branch: -11

What do the screens show for `O=C(/C=C/c1ccc(Cl)cc1)Nc1ccc(Br)cn1`?
EWS-Fli inh: -34; E-sel inducer: 4.5; RAD52 inh: -1; S100A4 MyoIIA: -1; Xi reactivation: 0.9; FN deposition inh: -3

What do the screens show for `COC(=O)CC(NC(=O)Nc1ccc(C)cc1)c1cccc([N+](=O)[O-])c1` (stereo not given)?
EWS-Fli inh: -1; RAD52 inh: -10; S100A4 MyoIIA: -1; Xi reactivation: 0.0; FN deposition inh: 0

Results for CCOc1ccc(Cc2noc3c2C(=O)CC(C)(C)C3)cc1OCC ?
EWS-Fli inh: 2; E-sel inducer: 0.0; RAD52 inh: 5; S100A4 MyoIIA: 2; Xi reactivation: 0.1; FN deposition inh: -3

What do the screens show for `Cc1cc(C)nc(N/N=C/C2=C(N3CCOCC3)C(=C/c3ccccc3)/CC2)n1`?
esBAF inh: 11; Xi reactivation: 0.0; FN deposition inh: -4; RAD54 branch: -7

What do the screens show for `COC(=O)[C@H]1[C@H](CO)[C@H]2Cn3c(ccc(-c4ccccc4OC)c3=O)[C@H]2N1C(=O)c1cnccn1`?
EWS-Fli inh: 1; esBAF inh: -3; E-sel inducer: 0.2; RAD52 inh: -9; S100A4 MyoIIA: 6; Xi reactivation: 0.4; FN deposition inh: -1; RAD54 branch: -4

How did COc1ccccc1S(=O)(=O)N(C)C[C@@H]1Oc2cc(C#CCC3CCCC3)ccc2S(=O)(=O)N([C@H](C)CO)C[C@@H]1C do in these assays?
EWS-Fli inh: 28; esBAF inh: -4; E-sel inducer: 0.1; RAD52 inh: 0; S100A4 MyoIIA: -8; Xi reactivation: -0.7; FN deposition inh: -4; RAD54 branch: 7

How did CCCn1c(CNc2ccccc2O)nc2ccccc21 do in these assays?
EWS-Fli inh: 1; esBAF inh: -1; RAD52 inh: -11; S100A4 MyoIIA: 1; RAD54 branch: 11

Results for CO[C@@H](CN(C)Cc1cc(F)ccc1F)[C@H](C)CN([C@@H](C)CO)S(=O)(=O)c1ccc(Cl)cc1 ?
EWS-Fli inh: 4; esBAF inh: -1; E-sel inducer: 0.0; RAD52 inh: 5; S100A4 MyoIIA: 12; Xi reactivation: 0.0; FN deposition inh: 0; RAD54 branch: -6

How did CC(C)OP(=O)(OC(C)C)C(NC(=O)c1ccccc1)C(N)=O (stereo not given) do in these assays?
EWS-Fli inh: -6; E-sel inducer: 2.5; RAD52 inh: -8; S100A4 MyoIIA: -8; Xi reactivation: 0.2; FN deposition inh: 12

Results for O=C(Nc1c2c(nc3ccccc13)CCCC2)c1ccccc1Br ?
EWS-Fli inh: 1; RAD52 inh: 0; S100A4 MyoIIA: -4; Xi reactivation: 0.0; FN deposition inh: 13; RAD54 branch: -13

How did Cc1ccsc1C(=O)N1CCC(CO)(Cc2ccccc2)CC1 do in these assays?
EWS-Fli inh: -9; esBAF inh: -2; RAD52 inh: -15; S100A4 MyoIIA: 4; Xi reactivation: 0.0; RAD54 branch: -4

Results for CCN1/C(=C2\C(=O)N(c3ccccc3)N=C2C)C=Cc2cc(C)ccc21 ?
EWS-Fli inh: 20; E-sel inducer: 3.7; RAD52 inh: 9; S100A4 MyoIIA: -6; Xi reactivation: 0.6; FN deposition inh: 0

What do the screens show for `COc1ccc(/C=N/NC(=O)c2cccc(C(=O)N/N=C/c3ccc(OC)cc3)n2)cc1`?
EWS-Fli inh: -28; esBAF inh: 11; E-sel inducer: 0.1; RAD52 inh: -1; S100A4 MyoIIA: 3; Xi reactivation: 0.0; FN deposition inh: 5; RAD54 branch: -3

Results for C[C@H](NC(=O)C[C@H]1C[C@H]2c3cc(NC(=O)NC4CCCC4)ccc3O[C@H]2[C@@H](CO)O1)c1ccccc1 ?
EWS-Fli inh: -4; esBAF inh: -7; E-sel inducer: 0.0; RAD52 inh: 9; S100A4 MyoIIA: 35; Xi reactivation: -0.1; FN deposition inh: -7; RAD54 branch: -4

Results for CCCn1cc(SCC(=O)Nc2cc(C)on2)c2ccccc21 ?
esBAF inh: -5; E-sel inducer: 0.9; RAD52 inh: -3; S100A4 MyoIIA: -2; Xi reactivation: -0.1; RAD54 branch: 7

Results for N#C[C@H]1N[C@H](CO)[C@@H]1c1ccc(C#CC2CCCCC2)cc1 ?
EWS-Fli inh: -9; esBAF inh: 1; E-sel inducer: 0.1; RAD52 inh: 4; S100A4 MyoIIA: -9; Xi reactivation: 0.0; FN deposition inh: 0; RAD54 branch: -15

How did C[C@H]1CCCCO[C@H](CN(C)C(=O)c2ccccc2)[C@@H](C)CN([C@@H](C)CO)C(=O)c2cc(NC(=O)CCCN(C)C)ccc2O1 do in these assays?
EWS-Fli inh: -20; esBAF inh: -8; E-sel inducer: 0.0; RAD52 inh: 13; S100A4 MyoIIA: 5; Xi reactivation: -0.1; FN deposition inh: -8; RAD54 branch: -5

What do the screens show for `Nc1cc(S(=O)(=O)Nc2ccccc2Cl)ccc1N1CCCCC1`?
EWS-Fli inh: -11; esBAF inh: -19; E-sel inducer: -0.3; RAD52 inh: -27; S100A4 MyoIIA: -9; Xi reactivation: 0.0; FN deposition inh: -3; RAD54 branch: 4

How did CCOc1ccccc1NC(=O)c1ccc(-n2cncn2)nc1 do in these assays?
EWS-Fli inh: -10; E-sel inducer: 0.2; RAD52 inh: 3; S100A4 MyoIIA: 1; Xi reactivation: 0.1; FN deposition inh: -1

How did COc1ccc(NC(=O)N(C)C[C@H]2Oc3ccc(NC(=O)NC4CCCCC4)cc3C(=O)N([C@@H](C)CO)C[C@@H]2C)cc1 do in these assays?
EWS-Fli inh: 0; esBAF inh: 0; E-sel inducer: -4.7; RAD52 inh: 5; S100A4 MyoIIA: -5; Xi reactivation: 0.1; RAD54 branch: -15

What do the screens show for `CN(C)c1ccc(-c2sc(Nc3ccccc3)n[n+]2-c2ccc(F)cc2)cc1`?
EWS-Fli inh: -2; esBAF inh: 6; E-sel inducer: -0.1; RAD52 inh: -409; S100A4 MyoIIA: -5; Xi reactivation: -0.2; FN deposition inh: 0; RAD54 branch: -15

How did COc1cccc(-c2ccc(NC(=O)C3CCCN(CCCn4cccn4)C3)cc2)c1 (stereo not given) do in these assays?
esBAF inh: 5; E-sel inducer: 0.0; RAD52 inh: 18; S100A4 MyoIIA: 6; Xi reactivation: 0.1; FN deposition inh: 1; RAD54 branch: 2

How did O=C1C2CC=CCC2C(=O)N1c1ccc(NCCc2ccc(O)cc2)c([N+](=O)[O-])c1 (stereo not given) do in these assays?
EWS-Fli inh: -30; RAD52 inh: -8; S100A4 MyoIIA: 4; Xi reactivation: 0.2; FN deposition inh: 6

Results for CCOc1cc(/C=N/NC(=O)Nc2ccccc2)ccc1O ?
EWS-Fli inh: -63; RAD52 inh: -9; S100A4 MyoIIA: 0; Xi reactivation: 0.2; FN deposition inh: 4

How did C[C@@H]1CN([C@H](C)CO)C(=O)Cc2cc(NS(=O)(=O)c3ccc(Cl)cc3)ccc2O[C@H]1CN(C)Cc1ccc(Cl)c(Cl)c1 do in these assays?
EWS-Fli inh: -4; esBAF inh: 6; E-sel inducer: -0.2; RAD52 inh: 11; S100A4 MyoIIA: 17; Xi reactivation: -0.5; RAD54 branch: 1

What do the screens show for `CCOC(=O)c1ccc2c(c1)nc(SCC(=O)N1CCOCC1)n2CC`?
EWS-Fli inh: 12; E-sel inducer: 1.7; RAD52 inh: -17; S100A4 MyoIIA: 4; Xi reactivation: -0.2; FN deposition inh: -4

Results for COc1ccc(OCC(=O)NC(=O)c2ccccc2)c([N+](=O)[O-])c1 ?
EWS-Fli inh: 3; esBAF inh: -3; E-sel inducer: 1.3; RAD52 inh: -7; S100A4 MyoIIA: -4; Xi reactivation: 0.2; FN deposition inh: 8; RAD54 branch: 0

How did Cc1oc(=O)c(NC(=O)c2ccccc2)cc1C(C)O (stereo not given) do in these assays?
EWS-Fli inh: -6; E-sel inducer: 0.3; RAD52 inh: 4; S100A4 MyoIIA: 1; Xi reactivation: 0.2; FN deposition inh: -7

Results for Cc1ccc(C(=O)N/C(=C\c2cccs2)C(=O)N2CCN(C)CC2)cc1C ?
EWS-Fli inh: -9; RAD52 inh: -7; S100A4 MyoIIA: 0; Xi reactivation: 0.1; FN deposition inh: -2; RAD54 branch: 9

Results for Cc1ccc(S(=O)(=O)N2CCN(c3ccc4nnc(-c5ccccc5)n4n3)CC2)cc1 ?
EWS-Fli inh: 27; esBAF inh: 4; E-sel inducer: -0.3; RAD52 inh: -8; S100A4 MyoIIA: 5; Xi reactivation: -0.1; FN deposition inh: -3; RAD54 branch: -5

How did CC1(C)NC(=O)N(CC(=O)N2CCN(c3ccc([N+](=O)[O-])cc3)CC2)C1=O do in these assays?
EWS-Fli inh: -2; esBAF inh: -2; RAD52 inh: -8; S100A4 MyoIIA: 0; Xi reactivation: -0.1; FN deposition inh: 2; RAD54 branch: -5

Results for CCCCCCCOC(=O)C[N+](C)(C)CCOC1CC2CCC1(C)C2(C)C (stereo not given) ?
EWS-Fli inh: 67*; RAD52 inh: 85*; S100A4 MyoIIA: 6; Xi reactivation: 0.1; FN deposition inh: -4

Taken from the results shown for reference:
How did CC1(C)NC(=O)N(CC(=O)N2CCN(c3ccc([N+](=O)[O-])cc3)CC2)C1=O do in these assays?
EWS-Fli inh: -2; esBAF inh: -2; RAD52 inh: -8; S100A4 MyoIIA: 0; Xi reactivation: -0.1; FN deposition inh: 2; RAD54 branch: -5

Results for CCCCCCCOC(=O)C[N+](C)(C)CCOC1CC2CCC1(C)C2(C)C (stereo not given) ?
EWS-Fli inh: 67*; RAD52 inh: 85*; S100A4 MyoIIA: 6; Xi reactivation: 0.1; FN deposition inh: -4

Assay outcomes as filed in PubChem BioAssay.
